# Screens from PubChem BioAssay.
# MITF primary – MITF inhibitors, primary screen, biochemical, AlphaScreen, human; Microphthalmia-associated transcription factor (Homo sapiens), O75030; AlphaScreen MITF homodimerization, bead proximity signal; inhibition, % at 2.6 µM; 650,000 compounds, 0.91% hits; in the data active = inhibition above about 50%;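 also: 0% = vehicle wells with protein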
# TEAD-YAP inh – TEAD-YAP interaction inhibition, primary screen, TEAD-YAP interaction inhibitor project, luminescence, HEK-TIYL cells | inhibition, % at 9.12 µM | TEAD-Gal4/YAP UAS-luciferase luminescence | AID 1259422, 2018 | 640,000 compounds, 1.4% hits; in the data active = inhibition above about 32%;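 also: 0% = median of test compound wells and 100% = reference inhibitor wells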
# FBW7 activator – FBW7 E3 ligase activators, primary screen, biochemical, AlphaScreen, human. normalized activity (activation), % at 26.1 µM. AlphaScreen FBW7–phospho-cyclin E peptide binding, activator screen. AID 1259310, 2017. 650,000 compounds, 0.13% hits. F-box/WD repeat-containing protein 7 (Homo sapiens), Q969H0; in the data active = normalized activity above about 1.9%;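 also: purified mutant Fbw7 with reduced substrate affinity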
# Target sequence (Q969H0 whole entry, looked up): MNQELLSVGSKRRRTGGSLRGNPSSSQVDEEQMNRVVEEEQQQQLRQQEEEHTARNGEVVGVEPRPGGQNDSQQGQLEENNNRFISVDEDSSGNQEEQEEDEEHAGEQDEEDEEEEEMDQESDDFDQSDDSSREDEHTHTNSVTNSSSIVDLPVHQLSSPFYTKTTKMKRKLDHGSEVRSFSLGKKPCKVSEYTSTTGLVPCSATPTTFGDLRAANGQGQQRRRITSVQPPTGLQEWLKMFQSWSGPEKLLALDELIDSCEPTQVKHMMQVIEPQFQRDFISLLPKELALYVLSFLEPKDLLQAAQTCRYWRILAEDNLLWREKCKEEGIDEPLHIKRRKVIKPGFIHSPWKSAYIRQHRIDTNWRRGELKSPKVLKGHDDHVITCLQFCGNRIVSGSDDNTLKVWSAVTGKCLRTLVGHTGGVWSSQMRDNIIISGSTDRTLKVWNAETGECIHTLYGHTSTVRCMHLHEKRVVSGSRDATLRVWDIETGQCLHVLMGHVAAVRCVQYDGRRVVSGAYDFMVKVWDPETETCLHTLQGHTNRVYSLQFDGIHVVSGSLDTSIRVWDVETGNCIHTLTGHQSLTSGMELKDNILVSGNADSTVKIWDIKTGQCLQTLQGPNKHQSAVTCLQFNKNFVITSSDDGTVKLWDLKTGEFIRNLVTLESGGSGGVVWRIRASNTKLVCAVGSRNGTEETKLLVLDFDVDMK
# GPR151 ag – activators of human GPR151, primary screen, cell-based, PathHunter beta-arrestin, luminescence; 650,000 compounds, 1% hits; activation, % at 11.2 µM; G-protein coupled receptor 151 (Homo sapiens), Q8TDV0; PathHunter beta-arrestin GPR151 cells; in the data active = activation above about 4.9%;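 also: 0% = median of compound wells and 100% = cells with positive control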
# Target sequence (Q8TDV0 whole entry, looked up): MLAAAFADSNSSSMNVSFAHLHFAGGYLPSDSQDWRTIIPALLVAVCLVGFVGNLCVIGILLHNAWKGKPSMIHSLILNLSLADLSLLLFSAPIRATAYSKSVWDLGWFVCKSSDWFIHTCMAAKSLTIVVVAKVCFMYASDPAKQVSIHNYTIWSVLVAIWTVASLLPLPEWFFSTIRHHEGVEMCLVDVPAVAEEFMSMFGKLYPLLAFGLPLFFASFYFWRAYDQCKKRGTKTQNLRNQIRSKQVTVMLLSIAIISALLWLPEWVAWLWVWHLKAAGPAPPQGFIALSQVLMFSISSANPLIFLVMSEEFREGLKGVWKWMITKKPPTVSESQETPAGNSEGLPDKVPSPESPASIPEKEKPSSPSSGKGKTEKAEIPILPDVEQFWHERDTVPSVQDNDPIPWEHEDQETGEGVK
# Numbers without * were called inactive.
SMILES,MITF primary,TEAD-YAP inh,FBW7 activator,GPR151 ag
O=C(CSc1nnnn1C1CCCC1)N1CCCC1,7,-15,0.0,0.3
Cc1cccc(OCC(=O)N2CCN(S(C)(=O)=O)CC2)c1,8,5,0.0,1.0
Cc1ccc(S(=O)(=O)NNc2nnc(C)c(=O)[nH]2)cc1,3,-3,-0.3,-1.1
O=C(NCc1ccccc1)c1ccc2nc(Nc3ccc4ncccc4c3)sc2c1,5,4,-0.1,0.2
CN1C(=O)C(O)(C2COC(C)(C)CC2=O)c2ccccc21 (stereo unspecified),4,0,-0.1,1.8
CCS(=O)(=O)N1CCN=C1SCc1ccc(Cl)c(Cl)c1,3,-6,-0.1,1.3
CCN(CC)CCNC(=O)CN1C(=O)c2cccnc2Oc2ccc(C)cc21,2,-1,0.5,-3.1
Cc1ccc(NC(=O)CN(Cc2ccccc2)S(=O)(=O)c2ccc(Br)cc2)c(C)c1,-3,-5,0.0,0.7
CC(C)N(CCNc1nc(-c2ccc(N3CCN(C)CC3)cc2)nc2c1ncn2CCN1CCCC1=O)C(C)C,49,-4,0.1,0.2
CC1(C)[C@H]2CC=C(CN3CCc4nnc(CNC(=O)c5ccccn5)n4CC3)[C@@H]1C2,-9,-3,0.0,-1.4
Cc1cc2c(NCCC3=CCCCC3)ncnc2s1,-11,25,0.1,1.3
COc1nc(Nc2ccc([N+](=O)[O-])cc2)nc(NC(C)C)n1,-6,0,-0.2,0.6
CCCCn1cc(SCC(=O)O)c2ccccc21,8,5,0.0,-0.7
CCOc1ccc(CC(=O)Nc2c(C(=O)OC)oc3ccc(Cl)cc23)cc1OCC,-12,-1,-0.1,1.3
O=C(COc1ccccc1)Nc1ccc(N2CCC(NCCc3ccco3)CC2)cc1,-9,4,-0.2,0.1
O=C(COC(=O)c1cccs1)NC1CCCC1,5,-6,0.1,0.2
Cc1ccc(-c2nc(C=Nc3cc(Cl)c(Cl)cc3Cl)c(O)o2)cc1,15,4,-0.2,-0.4
Cn1cc(C(=O)N2CCCc3ccccc32)c2ccccc2c1=O,5,0,0.0,-0.1
Cc1ccccc1CN1CCN(C(=O)c2cccnc2)CC1,61*,-7,-0.1,1.5
O=C(CS(=O)(=O)c1ccc(F)cc1)Nc1nc2ccc(Br)cc2s1,16,-4,0.0,-2.4
CCOC(=O)NC(C(Cl)(Cl)Cl)S(=O)(=O)c1ccccc1 (stereo unspecified),3,4,0.5,3.9
CC1=C(C(=O)Nc2ccccc2C)C(c2ccc(Cl)cc2)C2=C(CCCC2=O)N1 (stereo unspecified),12,-7,1.1,0.0
CCc1nnc(NC(=O)C2CCCN(c3nc4ccccc4n3CC)C2)s1 (stereo unspecified),4,7,0.5,-0.2
N#CC12C(N)=NC3(OCCO3)C1(C#N)C2c1ccccc1Br (stereo unspecified),12,-1,0.0,1.0
COc1ccc(OC)c(NC(=O)c2ccc(CSc3nnc(N)s3)cc2)c1,-7,10,0.0,-1.0
c1ccc(Oc2ccc(Nc3nc(-c4csc5ccccc45)nc4c3ncn4-c3ccccc3)cc2)cc1,1,-3,0.1,0.2
N/C(Cc1ccc(Cl)cc1Cl)=N\OC(=O)c1ccccc1F,-5,-9,0.0,1.1
CC1CCC/C(=N/Nc2nc3ccccc3[nH]2)C1 (stereo unspecified),11,-24,-0.2,0.1
Cc1ccc2onc(CNC(=O)N3CCCCC3C)c2c1 (stereo unspecified),9,-7,0.4,-1.3
CC(c1ccccc1)n1c(CCCO)nc2ccccc21 (stereo unspecified),-4,5,0.1,0.9

# Full records, looked up by structure:
# Shown for O=C(CS(=O)(=O)c1ccc(F)cc1)Nc1nc2ccc(Br)cc2s1 = MITF primary: 16; TEAD-YAP inh: -4; FBW7 activator: 0.0; GPR151 ag: -2.4
# Shown for c1ccc(Oc2ccc(Nc3nc(-c4csc5ccccc45)nc4c3ncn4-c3ccccc3)cc2)cc1 = MITF primary: 1; TEAD-YAP inh: -3; FBW7 activator: 0.1; GPR151 ag: 0.2

# More entries:
SMILES,MITF primary,TEAD-YAP inh,FBW7 activator,GPR151 ag
CN1[C@@H](C(=O)NCc2ccc(F)cc2)C[C@@H](c2ccc(F)cc2)NS1(=O)=O,-5,8,0.0,0.3
CCCCc1nc2ccccc2c(=O)n1NC(=O)c1c(O)c2c(n(CC(C)C)c1=O)CCCC2,-13,9,0.1,3.2
Cn1c(NCc2ccco2)nc2c1c(=O)n(Cc1ccc(Br)cc1)c(=O)n2C,14,15,0.2,0.2
COc1ccc(N2CC(O)=C(c3ccccc3)C2=N)cc1OC,-2,3,0.1,-0.6
CCCNc1cc(Nc2ncccn2)nc(N)n1,-4,-11,0.1,0.0
COC(=O)c1ccc(NS(=O)(=O)c2c(C)nc3sccn3c2=O)cc1,5,0,0.0,2.5
CCOC(=O)c1cc(C)sc1NC(=O)c1ccc(Cl)s1,-5,7,0.0,-0.8
COc1ccc(C2CC(=O)N(CC(N)=O)c3ccccc3S2)cc1OC (stereo unspecified),1,-15,0.0,-0.9
CCCCOc1ccc(N2CC(C(N)=O)CC2=O)cc1 (stereo unspecified),10,-2,0.0,-0.5
COc1cc(Br)ccc1OCC(=O)N/N=C(\C)c1cccc([N+](=O)[O-])c1,5,0,0.2,-0.6
COc1ccc(OCC2c3cc(OC)c(OC)cc3CCN2C(=S)Nc2cccc(C)c2C)cc1 (stereo unspecified),18,-1,-0.1,-1.7
O=C(CCN1CCN(Cc2ccccc2)CC1)N1CCCc2c1c(=O)oc1ccc(O)cc21,11,29,0.1,0.8
COCCNC(=O)CSc1nc(-c2ccccc2)cs1,9,-33,0.2,-2.3
CCn1c(SCC(=O)NNC(=O)c2ccccn2)nnc1-c1ccco1,42,-2,-1.2,-1.0
Cc1nc2ccc(S(=O)(=O)N(C)CC(=O)NC3CCCCC3C)cc2s1 (stereo unspecified),-3,-4,-0.1,0.7
CCOC(=O)N1CCN(Cc2ccc(Cl)c(Cl)c2)CC1,31,2,-0.1,2.9
COc1cc(/C=C/c2cc(C(F)(F)F)[nH]c(=O)n2)cc(OC)c1OCc1c(F)cccc1Cl,1,20,-0.1,0.7
Cc1cc(C)n(-c2nnc3n2N=C(c2c[nH]c4ccccc24)CS3)n1,-2,-16,-0.1,3.6
CCOC(=O)N1CCN(C(=O)C2c3ccccc3C(=O)N(C3CCCCC3)C2c2ccc(OC)cc2)CC1 (stereo unspecified),0,-5,-0.1,0.0
Cc1ccc(C)c(Cn2ccn(CCc3ccccc3)c(=O)c2=O)c1,-1,3,-0.1,-0.9
Cc1ccc2nc(C3CCCCC3)oc2c1,-11,-11,0.0,0.1
COc1cc(/C=N/n2nnnc2N)ccc1OCCc1ccccc1,7,22,0.0,1.4
N#Cc1ccc(Cl)cc1NC(=O)COC(=O)CCC(=O)c1ccc(F)cc1,6,19,0.0,-1.2
Cc1ccc(N=C2CNC(=O)NC2=O)cc1,-10,1,-0.1,1.1
Cc1ccnc(NS(=O)(=O)c2ccc(NC(=O)c3cccs3)cc2)n1,-1,-5,0.1,1.4
O=C(Nc1ccccc1)/C(=C/c1ccc([N+](=O)[O-])cc1)NC(=O)c1ccccc1,6,15,-0.1,-0.1
COc1cccc(NC(=O)CN2CCC(Nc3nc4c(c(=O)[nH]3)CCCC4)CC2)c1,5,2,0.3,1.0
Cc1ccc(-c2csc(N3N=C(c4cccs4)CC3c3ccc(F)cc3)n2)cc1 (stereo unspecified),16,6,0.1,-0.2
Cc1ccccc1OCC1=NN2C(=N)/C(=C\c3coc4ccccc4c3=O)C(=O)N=C2S1,4,4,0.1,1.9
CCOC(=O)C1=C(C)N=c2s/c(=C\c3ccc(OCc4ccc(Cl)cc4Cl)c(OCC)c3)c(=O)n2C1c1ccc(Cl)cc1 (stereo unspecified),-1,-1,-0.1,-0.3
CCc1nn(CC(=O)NCc2ccccc2Cl)c(=O)c2cccn12,-8,-5,-0.1,0.4
CC(C)c1cc(-c2nc(-c3ccc(Br)cc3)no2)n[nH]1,13,-36,0.3,0.5
Fc1cccc(Cl)c1Cn1nnc2c(NCCc3ccccn3)ncnc21,-11,0,-0.1,-0.1
CCOc1cc(/C=C(\C#N)C(N)=O)ccc1OS(=O)(=O)c1ccccc1[N+](=O)[O-],-9,2,-0.1,-1.1
CC(C)CC(C(=O)OCC(=O)Nc1ccc(F)cc1)N1C(=O)c2ccccc2C1=O (stereo unspecified),-7,-3,0.0,0.4
Nc1ccc(Cl)c(NC(=O)Cc2ccccc2)c1,16,-14,-0.2,0.1
CCN(c1ccccc1)S(=O)(=O)c1ccc(C(=O)NCC2(N(C)C)CCCCC2)cc1,-16,-2,0.1,-0.6
CC1CN(C(C)(C)C)C(C)CC1O (stereo unspecified),6,0,-0.1,0.5
CCCCOC(=O)C1=C(C)NC(=O)NC1c1cc2c(cc1Br)OCO2 (stereo unspecified),-6,9,-0.1,5.1*
CC(C)n1c(-c2cccs2)nc2c(NCCc3ccc(O)cc3)ncnc21,31,7,-0.1,1.9
Clc1ccccc1COc1ccccc1/C=N/n1cnnc1,6,6,0.1,1.6
N#Cc1cc([N+](=O)[O-])ccc1NCCc1ccc(Cl)cc1,-5,-2,-0.1,0.6
O=C(CN(c1ccccc1)S(=O)(=O)c1ccccc1[N+](=O)[O-])NCc1ccccc1,-7,-3,0.0,1.6
CCC(Cc1ccccc1)NC(=O)c1c[nH]c2ccc(S(=O)(=O)N3CCC(C)CC3)cc2c1=O (stereo unspecified),-2,-2,0.1,3.0
CCOC(=O)C1=C(C)OC(N)=C(C#N)C1c1cc(OC)c(OC)cc1Br (stereo unspecified),-1,-4,-0.1,2.1

# Some entries already given, showing only TEAD-YAP inh and FBW7 activator:
SMILES,TEAD-YAP inh,FBW7 activator
CCN(c1ccccc1)S(=O)(=O)c1ccc(C(=O)NCC2(N(C)C)CCCCC2)cc1,-2,0.1
Cc1cc2c(NCCC3=CCCCC3)ncnc2s1,25,0.1
Cc1nc2ccc(S(=O)(=O)N(C)CC(=O)NC3CCCCC3C)cc2s1 (stereo unspecified),-4,-0.1
CCN(CC)CCNC(=O)CN1C(=O)c2cccnc2Oc2ccc(C)cc21,-1,0.5
CCCCn1cc(SCC(=O)O)c2ccccc21,5,0.0
Cc1cc(C)n(-c2nnc3n2N=C(c2c[nH]c4ccccc24)CS3)n1,-16,-0.1
Cc1ccccc1CN1CCN(C(=O)c2cccnc2)CC1,-7,-0.1

# 2 entries picked at random from the list so far, as already listed:
SMILES,MITF primary,TEAD-YAP inh,FBW7 activator,GPR151 ag
Cc1ccc(-c2csc(N3N=C(c4cccs4)CC3c3ccc(F)cc3)n2)cc1 (stereo unspecified),16,6,0.1,-0.2
CCOC(=O)NC(C(Cl)(Cl)Cl)S(=O)(=O)c1ccccc1 (stereo unspecified),3,4,0.5,3.9

# Carrying on:
SMILES,MITF primary,TEAD-YAP inh,FBW7 activator,GPR151 ag
Ic1ccccc1-c1nn2c(-c3ccncc3)nnc2s1,13,11,0.0,1.0
CCC(C)NC(=O)CSc1nc2ccccc2c(=O)n1CC1CCCO1 (stereo unspecified),13,-3,0.0,0.3
COc1ccc(C2=N/C(=C\C=C\c3ccccc3)C(=O)O2)c(Br)c1,-2,-4,0.1,-0.5
C=CCn1c(=O)/c(=C/c2ccccc2OC(F)F)s/c1=C(/C#N)C(N)=O,-6,-79,0.0,-0.4
COc1ccc(CNC(=O)CCCn2cccc2)cc1,8,-15,-0.1,8.2*
CCCNC(=O)c1c(NC(=O)COc2ccc(F)cc2)sc2c1CCCC2,0,2,0.0,1.1
COc1ccc(-c2nc(NCc3ccccc3)c3ncn(Cc4ccc(C(F)(F)F)cc4)c3n2)cc1,-9,6,-0.1,-1.3
O=C(NCc1ccccc1F)c1ccc2c(c1)OCCO2,7,-19,-0.3,-0.9
N#C/C(=C\c1ccc(Cl)c([N+](=O)[O-])c1)c1nc2ccccc2[nH]1,-1,-37,0.4,0.6
COCCOC(=O)C1=C(C)NC2=C(C(=O)CC(C)(C)C2)C1c1cccc(OC)c1OC (stereo unspecified),5,8,0.2,-0.7
Cc1ccc(C(=O)NCC(C)(C)CNC(=O)c2ccc(C)o2)o1,17,-6,0.1,-1.5
Cc1ccsc1/C=C1\N=C(c2cccc([N+](=O)[O-])c2C)OC1=O,-5,-25,-0.1,-0.3
C=CCN1C(=O)/C(=C2\SC(=S)N(NC(=O)c3ccccc3O)C2=O)c2ccccc21,-7,1,-0.2,-1.8
O=C(COc1ccc(S(=O)(=O)N2CCCCC2)cc1)NCc1ccncc1,10,4,0.0,-0.4
c1ccc(CN2CCC(N3CCN(C4CCCC4)CC3)CC2)cc1,31,11,0.0,5.1*
Cc1nc(N2CCOCC2)c2c(C)c(C(=O)Nc3ccccc3F)sc2n1,-1,-17,0.0,1.9
COc1ccccc1NC(=O)c1ccc(SCC(=O)NCCN2CCOCC2)c([N+](=O)[O-])c1,26,1,0.0,0.2
COc1cc(/C=C2\SC(c3ccccc3)=NC2=O)cc(Br)c1O,2,2,-0.1,-0.4
Cc1sc2nc3c(C(=O)N4CCC(Cc5ccccc5)CC4)cccn3c(=O)c2c1C,-7,6,0.0,0.1
CC(c1ccccc1)C(CC(=O)O)C(=O)Nc1ccccc1 (stereo unspecified),8,15,0.3,0.6
COc1cc(OC)c(C(=O)NCCCN(C)C)cc1OC,3,14,0.2,0.1
COc1ccccc1C(=O)Nc1c2c(nn1-c1ccc(F)cc1)CS(=O)(=O)C2,19,6,0.1,-1.2
COc1ccc(C[C@@H]2NC(=O)[C@H]3CN(C(=O)Oc4cccc5ccccc45)CCN3C2=O)cc1,8,7,0.0,1.0
CCCCNC(=O)C1Sc2nnc(-c3ccccc3)n2NC1c1ccccc1 (stereo unspecified),-6,0,0.3,0.1
